DT40 TDP1 CPT – qHTS for Inhibitors of human tyrosyl-DNA phosphodiesterase 1 (TDP1): qHTS in cells in presence of CPT. chicken DT40 Tdp1-/-;hTDP1 cells + 20 nM CPT, ATP luminescence, 48 h. Potency, µM (series often up to 46.2 µM), for the others: top-dose activity change, negative = growth inhibition, actives largely listed as inhibitors. 12% of 420,000 active. AID 686979, 2013; also: nearly all actives have a fitted effect of over 55% in size
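Chicken DT40 Tdp1-/- cells stably complemented with human TDP1 were seeded at 400 cells/well in medium containing 20 nM camptothecin, exposed to pin-transferred compounds, and grown at 37 °C for at least 48 hr. Viability was read as ATP luminescence.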
N370S GC mod – qHTS Assay for Inhibitors and Activators of N370S glucocerebrosidase as a Potential Chaperone Treatment of Gaucher Disease; N370S GC spleen homogenate, 4MU-glucoside fluorescence; 0.092% of 330,000 active; Lysosomal acid glucosylceramidase (Homo sapiens), P04062; Potency, µM (titrated, usually from 59.4 µM), inactives show at the top dose activity change, negative = inhibition, hits mostly inhibitors; AID 2101, 2009;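 also: 0% = full enzyme activity and -100% = no enzyme basal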
FEN1 inhibitor – qHTS Assay for the Inhibitors of Human Flap endonuclease 1 (FEN1) | P39748 | Recombinant FEN1 flap cleavage, fluorescence, 15 min | Potency, µM (titrated, usually from 114 µM), for the others: at the highest dose activity change, negative = inhibition, hits mostly inhibitors | 0.35% of 390,000 active | AID 588795, 2011; also: nearly all actives have a fitted effect of over 65% in size
Target sequence (P39748 whole entry, looked up): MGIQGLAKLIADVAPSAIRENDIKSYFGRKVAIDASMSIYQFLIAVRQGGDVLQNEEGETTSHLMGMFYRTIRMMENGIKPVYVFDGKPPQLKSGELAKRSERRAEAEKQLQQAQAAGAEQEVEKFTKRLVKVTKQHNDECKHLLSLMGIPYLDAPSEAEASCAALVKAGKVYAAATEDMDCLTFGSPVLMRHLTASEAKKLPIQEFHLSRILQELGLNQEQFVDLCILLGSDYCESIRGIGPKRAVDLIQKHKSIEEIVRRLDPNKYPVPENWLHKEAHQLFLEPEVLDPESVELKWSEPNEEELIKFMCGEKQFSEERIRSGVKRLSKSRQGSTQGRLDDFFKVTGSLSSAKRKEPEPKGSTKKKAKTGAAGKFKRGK
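Quantitative HTS format: each compound was titrated, incubated with 10 nM nuclease for 15 min at room temperature, then challenged with flap substrate at 50 nM final. Signal change over 15 min gave concentration–effect curves.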
An asterisk follows results filed as active; ? = inconclusive; . = no result given; & = joins results of further samples; [ ] = remark or other dose. Calls follow the shape of the dose curve; as a rule, active = well fitted curve in the direction sought with a large enough effect; inconclusive = small, poorly fitted or top-dose-only effect, or another doubt; inactive = no such curve, though single readings can be large; an effect the other way counts as inactive or inconclusive. Unless noted, % is scaled to controls: 0 for no effect and ±100 for the full control effect; potency is read from the fitted curve at half-maximal effect.

structure,DT40 TDP1 CPT,N370S GC mod,FEN1 inhibitor
Cc1ccc(S(=O)(=O)N2CCN(CC(=O)N(CC(C)C)c3c(N)n(CC(C)C)c(=O)[nH]c3=O)CC2)c(C)c1,-10%,7%,-4%
Cc1ccccc1C(=O)c1cccn1CC(=O)NCc1ccccc1,-24%&-18%,-7%,10%&-3%
CN(CCO)c1nc(NCc2ccccc2)c2cnn(C)c2n1,?,-7%,16%
COc1ccc(Cc2nnc(SCc3nc4ccccc4c(=O)[nH]3)n2C)cc1,-4%,5%,5%
Cc1ccc(NC(=O)C(C)Sc2nnc(C)n2C)cc1 (stereo not drawn),-2%,-5%,-4%
COc1ccc(C)cc1NC(=O)Nc1ccccc1,-18%,2%,-4%
COc1cc(C(=O)NC2CCCC(C)C2C)ccc1OCC(=O)N1CCOCC1 (stereo not drawn),-16%,.,-2%
COc1cc(C)c(Cl)cc1S(=O)(=O)N1CCSC1,-14%,4%,0%
CN(CC(=O)Nc1ccccc1Cl)C(=O)COC(=O)c1ccc(-c2ccc(O)cc2)cc1,-20%,.,0%
COc1ccc(C2(c3ccc(OC)cc3)NC(=O)N(CC(=O)NC3(C#N)CCCC3)C2=O)cc1,0%,.,-10%
Nc1ncnc2nc(SCC(=O)N3CCN(c4ccccc4)CC3)[nH]c12,-22%,-18%,8%
Cc1ccc(-c2cc(C(=O)N/N=C/C=C/c3ccco3)c3ccccc3n2)cc1C,8.2µM*,1%,-13%
CCOC(=O)c1scc(-c2ccc(C)cc2)c1S(=O)(=O)Nc1ccc(OC)c(Cl)c1,16µM*,.,6%
O=C(Nc1ccccc1)c1ccc(C(=O)Nc2ccccc2)nc1,?,-1%,6%
COc1ccc(S(=O)(=O)NCCOc2ccccc2)cc1C,0%,0%,1%
CCCCOc1ccc(-c2cn3ccccc3n2)cc1[N+](=O)[O-],?,26%,-9%
Cc1cc(Cl)cc(Cl)c1OCCCCN(C)C,?,-11%,-90%
CC12CC(c3ccccc3O1)N(C(=O)c1ccco1)C(=S)N2c1ccc(F)cc1 (stereo not drawn),?,28%,-13%
CCOC(=O)c1ccccc1NC(=O)[C@@H]1CCCN1C(=O)OC(C)(C)C,?,10%,-6%
O=C(CCCC(=O)Nc1ccc(Br)cc1)N/N=C/c1ccccc1,-3%,4%,-2%
CCOC(=O)c1cc2c(=O)n3ccccc3nc2n(Cc2ccco2)c1=NC(=O)c1cc(C)cc(C)c1,1.3µM*,.,-8%
COc1ccc2c(C(=O)CN3CCC(C)CC3)c[nH]c2c1,-9%,-9%,32%
COc1ccc(-c2cc(C(F)(F)F)n3nc(C(=O)O)nc3n2)cc1,-6%,0%,-8%
Cc1cccc(C)c1NC(=O)CN(C)C(=O)CCC(=O)N1CCOCC1,-1%,.,-2%
COc1ccc(CNC(=O)c2ccc(-c3ccccc3)cc2)cc1OC,?,17%,8%
NS(=O)(=O)c1ccc(NC(=S)NC(=O)C2CCCC2)cc1,-6%,-12%,6%
CC(C)(C)c1cc(C(=S)N2CCN(CCO)CC2)cc(C(C)(C)C)c1O,?,18µM*,13%
O=C(CCCN=C1NS(=O)(=O)c2ccccc21)OCC(=O)c1ccc(F)c(F)c1,28%,5%,0%
CC(C)c1cc(C(=O)NC2CCCCC2)no1,-22%,3%,1%
CCc1ccc(C(=O)c2cn(CC(=O)Nc3cc(OC)ccc3OC)c3ccc(C)cc3c2=O)cc1,-29%,.,14%
NC(=S)Nc1ccc(C(F)(F)F)cc1Cl,?,8%,6%
O=C(CCNC(=O)c1ccc([N+](=O)[O-])cc1)NNC(=O)c1ccncc1,22%,-3%,20%
Clc1ccc(OCCSc2ncccn2)cc1,-12%,7%,-8%
CN(CC(=O)NCc1ccncc1)S(=O)(=O)c1ccc(Cl)cc1,2%,3%,23%
CCOc1ccc(CNC(=O)C2CCN(c3nnc(C)c4c(C)n(-c5ccc(C)cc5)nc34)CC2)cc1,8.2µM*,?,?
CCOc1ccc(N2C(=O)CC(N(C)Cc3ccccc3)C2=O)cc1 (stereo not drawn),-15%,10%,1%
COc1ccccc1C(=O)N/N=C/c1ccc2c(c1)OCO2,-2%,10%,9%
O=C(CSc1nc(-c2ccc(Cl)cc2)nc2c1Cc1ccccc1O2)N1CCCCC1,1%,.,22%
O=C(CC1Nc2ccccc2NC1=O)NCC1COc2ccccc2O1 (stereo not drawn),-22%,-2%,-3%
COc1ccc(NC(=O)OCCN2CCN(Cc3ccccc3)CCC2=O)cc1,-20%,-11%&-10%,-15%
CC(C(=O)OCC(=O)Nc1cccc(S(=O)(=O)N(C)C)c1)N1C(=O)c2ccccc2C1=O (stereo not drawn),-28%,0%,-4%
COC(=O)c1c(NC(=O)CN2CCC(C(N)=O)CC2)c2c(C)cccc2n1C,-11%,4%,5%
CC12CCC(=O)N1C(C(=O)Nc1cc(Cl)ccc1N1CCCC1)CS2 (stereo not drawn),4%,.,-7%
CN(C(=O)CN1C(=O)c2ccc([N+](=O)[O-])cc2C1=O)C1CCCCC1,-8%,.,11%
O=C(CN(C(=O)c1ccc(Cl)cc1Cl)N1C(=O)C2C3C=CC(C3)C2C1=O)c1ccc(F)cc1 (stereo not drawn),0%,.,-13%
CCN(C(=O)COC(=O)/C(=C/c1ccccc1)NC(C)=O)c1c(N)n(Cc2ccccc2)c(=O)[nH]c1=O,-4%,.,-6%
O=C(COC(=O)CCc1ccccc1)NNC(=O)c1ccccc1,-2%,.,0%
O=C1CC(=O)Nc2cc(S(=O)(=O)N3CCN(c4cccc(C(F)(F)F)c4)CC3)ccc2N1,6%,14µM*,-1%
COc1cccc(-n2nnnc2SCC(=O)Nc2ccc(OC)cc2OC)c1,-1%,-3%,1%
CC1=C(C(=O)Nc2ccc(C)cc2C)C(c2cccn2C)n2ncnc2N1 (stereo not drawn),-2%,.,-1%

Next results.
molecule	DT40 TDP1 CPT	N370S GC mod	FEN1 inhibitor
C/C(=N\Nc1cccc(Cl)c1)c1ccncc1	-22%	-7%	-12%
CCOC(=O)N1CCC(N(CCN(C)C)C(=S)Nc2cccc(C)c2)CC1	8%	-4%	3%
COc1ccc(OC)c(NC(=O)CSc2nccn2Cc2ccco2)c1	?	-1%	-1%
C/C=C(/C)C(=O)O[C@@H]1c2cc3c(c(OC)c2-c2c(cc(OC)c(OC)c2OC)[C@@H](OC(C)=O)[C@@H](C)[C@H]1C)OCO3	18µM*	4%	-11%
Cc1oc(-c2ccccc2Cl)nc1CSc1nc2c(c(=O)[nH]1)CCCC2	13µM*	?	-2%
COc1cc(OC)c2ccc(=O)oc2c1C(CC(=O)N1CCN(c2ccccc2)CC1)c1ccc2c(c1)OCO2 (stereo not drawn)	?	5%&13%	-9%&-2%
Cc1ccccc1NS(=O)(=O)c1ccc2c(c1)oc(=O)n2C	5%	-18%	-11%
COc1cccc(C(=O)Nc2cc3cc(OC)ccc3oc2=O)c1	-31%	.	-8%
CCOC(=O)c1c(NC(=O)/C=C/c2ccc(C(C)C)cc2)sc2c1CCC2	2%	.	-13%
CC(=O)NC(C)(C)C1CC=C(C)/C(=N\O)C1 (stereo not drawn)	1%	1%	0%
CSC1=N/C(=C/c2cccnc2)C(=O)N1Cc1ccccc1	-12%	6%	-7%
Cc1ccc(C)c(N)c1	-16%	-3%	18%
CC(Sc1nncn1C)C(=O)Nc1nnc(-c2ccccc2)s1 (stereo not drawn)	0%	1%	21%
CCOc1ccc2c(c1)C(c1ccccc1)=NNC(c1ccccc1)=N2	?	8%	-12%
CCn1cc(C(=O)O)c(=O)c2cc(F)c(N3CCN(C(=S)NC(=O)c4cccc(F)c4)CC3)cc21	?	4%	-3%
O=C(c1ccco1)N1CCC2(CC1)CN(C(c1ccccc1)c1ccccc1)C2	?	1%	.
C[n+]1ccc(CC2C(=[N+]([O-])[O-])C=Nc3ncnn32)cc1 (stereo not drawn)	-10%	-9%	5%
C=CCNC(=S)N/N=C/c1ccc(C)cc1C	5.2µM*	5%	-7%
CC(C)(C)c1cc(-c2csc(Nc3ccccc3)[n+]2Cc2ccc(C(=O)O)cc2)cc(C(C)(C)C)c1O	?	-12%	?
O=C(CN1C(=O)NC2(CCCCC2)C1=O)Nc1ccc(Cl)cc1	-23%	.	1%

Reformatted: results already given
The line under a structure holds: DT40 TDP1 CPT	N370S GC mod	FEN1 inhibitor
O=C(c1ccco1)N1CCC2(CC1)CN(C(c1ccccc1)c1ccccc1)C2
→ ?	1%	.
CC(C)(C)c1cc(-c2csc(Nc3ccccc3)[n+]2Cc2ccc(C(=O)O)cc2)cc(C(C)(C)C)c1O
→ ?	-12%	?
C/C(=N\Nc1cccc(Cl)c1)c1ccncc1
→ -22%	-7%	-12%
O=C(CN1C(=O)NC2(CCCCC2)C1=O)Nc1ccc(Cl)cc1
→ -23%	.	1%

A run of entries taken from the entries so far:
molecule	DT40 TDP1 CPT	N370S GC mod	FEN1 inhibitor
C/C(=N\Nc1cccc(Cl)c1)c1ccncc1	-22%	-7%	-12%
CCOC(=O)N1CCC(N(CCN(C)C)C(=S)Nc2cccc(C)c2)CC1	8%	-4%	3%

Next section
molecule	DT40 TDP1 CPT	N370S GC mod	FEN1 inhibitor
Cn1c(=O)n(C)c2cc([N+](=O)[O-])c(N3CCN(S(C)(=O)=O)CC3)cc21	27%	-7%	-10%
O=C(COC(=O)C12CC3CC(CC(C3)C1)C2)NCc1ccccc1	-9%	.	-18%
COc1cc(C(=O)NCC(=O)OCc2cc(=O)oc3c(C)c(C)ccc23)cc(OC)c1OC	10%	1%	-16%
Cc1cccn2c(NC(=O)c3ccccc3F)c(-c3ccccc3)nc12	4%	-6%	-10%
CC(=O)Nc1ccc(S(=O)(=O)NCc2csc(-c3cccnc3)n2)cc1	0%	3%	-1%
Cc1ccccc1-n1c(SCC(=O)Nc2ccc(Cl)cc2F)nnc1-c1cc2occc2n1C	?	.	9%
CC(N)=NCc1cccc(CN)c1	0%[166 µM]	-1%&-10%&-9%&-4%	.
O=C(Nc1ccc(S(=O)(=O)NCC2CCCO2)cc1)C1CC(=O)N(c2ccccc2)C1 (stereo not drawn)	-21%	-3%	2%
COc1ccc(C2CC(=O)c3cc(-c4nc(-c5cccc([N+](=O)[O-])c5)cs4)c(=O)n(-c4ccc(C)c(C)c4)c3C2)cc1 (stereo not drawn)	10%	.	6%
CCCc1cc(=O)[nH]c(Nc2cc(Cl)ccc2OC)n1	2%	.	3%
COc1ccccc1-n1cc(C(=O)N2CCCC(CO)(Cc3ccccc3C)C2)cn1 (stereo not drawn)	?	-1%	9%
Cc1noc(C)c1S(=O)(=O)N(C)C[C@H]1Oc2ccc(NC(=O)NC3CCCCC3)cc2C(=O)N([C@H](C)CO)C[C@@H]1C	?	.	-1%
CS(=O)(=O)N(CC(=O)NC1CCCCC1)c1cccc(F)c1	-12%	5%	5%
C/C(=N/NC(=O)CSc1nc2ccccc2n1C)c1ccco1	-18%	-10%	-17%
OCC(O)CNC(=S)NC1CCCCC1 (stereo not drawn)	4%	5%	6%
O=S(=O)(c1ccccc1)N1CCc2ccccc2C1	2%	-2%	0%
OC(CN1CC=C(/C=C/c2ccc(Br)cc2)CC1)c1ccccc1 (stereo not drawn)	?	-28%	7%
N/C(=N\N=C\c1ccc(Br)o1)c1nonc1N	-3%	-20%	-15%
COc1ccc(Cl)cc1NC(=O)CN1c2ccccc2S(=O)(=O)c2ccccc21	?	.	3%
Clc1ccc(SCCOCCN2CCOCC2)cc1	-28%	0%	19%
COc1ccc(-c2nc(CNS(=O)(=O)c3cccc(F)c3)cs2)cc1	-76%	.	-25%
CCn1c(=O)cc(SCC(=O)N2CCN(C)CC2)c2ccccc21	-5%	1%	1%
O=C(COC(=O)c1ccc(Br)o1)NCCCc1ccccc1	-5%	3%	5%
O=C(NC1CCCCC1)N1CCCC(CNS(=O)(=O)Cc2ccccc2)C1 (stereo not drawn)	4%	-4%	-7%
O=c1c(Cc2ccccc2)c(O)ccn1C1CCCCCCC1	-22%	7%	45%[activator]
C/C(=N\N1CCN(Cc2ccccc2Cl)CC1)c1ccc([N+](=O)[O-])cc1	?	-4%	-4%

The list is partial; the hit share may differ from the screen's.
